CHO-K1 Ca PAM – nonselective calcium activators in parental CHO-K1 cells, primary screen, counter-screen for M1 PAM project, cell-based, Fluo-8 calcium fluorescence, full deck, 1536-well; ATP EC20; 0% at ATP EC20, 100% at ATP max; activation, % at 3 µM; 360,000 tested, 0.02% active; AID 602247, 2012;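 active means activation above the run cutoff, the mean activation of all test compounds plus 3 SD, cut at about 40% in these data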;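 further: peak over basal fluorescence ratio in a 140 s read after ATP addition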
TAAR1 agonist – human TAAR1 agonists, primary screen, Fluo-8 calcium fluorescence, CHO RD-HGA16 cells. Trace amine-associated receptor 1 (Homo sapiens), Q96RJ0. vehicle wells 0%, saturating PEA agonist 100%. activation, % at 3 µM. 360,000 tested, 0.99% active. AID 624467, 2012;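 active means activation above the mean activation of all test compounds in the run plus 3 SD, cut at about 38% in these data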
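System: CHO-derived RD-HGA16 cells with stable Gα16 and human TAAR1. Times: 17-24 h plating, Fluo-8 75 min 37 °C, 30 min RT. Measured by: calcium-sensitive Fluo-8 signal, excitation 470-495, emission 515-575 nm. Read-out basis: % activation relative to PEA EC100 response. Control set: DMSO and PEA EC100. Repeats: no replicates (n 1).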
CHRM5 antagonist – human M5 muscarinic receptor antagonists, primary screen, CHO cells, Fluo-8 calcium fluorescence; CHO-hM5 cells, ACh EC80; inhibition, % at 3 µM; AID 624040, 2012; Muscarinic acetylcholine receptor M5 (Homo sapiens), P08912; 360,000 tested, 0.59% active;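 active means inhibition above a per-plate cutoff, the mean of that plate's test compounds plus 3 SD, cut at about 27% in these data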;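 further: 0% = acetylcholine EC80 with DMSO and 100% = DMSO without agonist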
Target sequence (P08912 whole entry, looked up): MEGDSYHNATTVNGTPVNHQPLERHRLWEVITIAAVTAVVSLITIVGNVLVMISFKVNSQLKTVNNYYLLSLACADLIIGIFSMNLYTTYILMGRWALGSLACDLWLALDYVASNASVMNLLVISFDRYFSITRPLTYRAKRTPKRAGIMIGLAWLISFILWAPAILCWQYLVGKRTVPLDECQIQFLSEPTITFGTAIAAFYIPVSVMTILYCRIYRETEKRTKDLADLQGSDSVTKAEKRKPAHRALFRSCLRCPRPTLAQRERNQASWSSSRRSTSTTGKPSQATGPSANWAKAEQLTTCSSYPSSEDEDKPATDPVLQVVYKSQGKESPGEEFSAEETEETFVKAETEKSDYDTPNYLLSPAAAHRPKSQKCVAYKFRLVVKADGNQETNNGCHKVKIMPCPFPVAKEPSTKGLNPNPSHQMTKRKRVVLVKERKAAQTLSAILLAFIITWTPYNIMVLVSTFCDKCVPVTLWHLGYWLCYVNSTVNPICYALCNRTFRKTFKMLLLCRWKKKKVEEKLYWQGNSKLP
CHRM5 agonist – human M5 muscarinic receptor agonists, primary screen, CHO-K1 cells, Fluo-8 calcium fluorescence | Muscarinic acetylcholine receptor M5 (Homo sapiens), P08912 | CHO-K1 hM5 cells; 0% DMSO wells, 100% maximal acetylcholine response | activation, % at 3 µM | 360,000 tested, 0.19% active;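 active means activation above the run's mean over test compounds plus 3 SD, cut at about 23% in these data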;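 further: signal is peak over basal fluorescence ratio across the kinetic read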
CRFR2-BP ag – agonists of CRF-BP/CRF-R2 complex, primary screen, cell-based, HEK293, calcium dye fluorescence, uHTS; 350,000 tested, 0.46% active; CRF-binding protein / CRF receptor 2 complex (human); calcium dye fluorescence (FLIPR); percent of saturating CRF peptide response; activation, % at 13.2 µM; AID 588473, 2011;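 active means activation of at least 50%, plus an integration ratio under a set limit after plate pattern correction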;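 further: plate controls were neutral control wells without compound for no effect and CRF at EC100 for full effect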
TAAR1 antag – human TAAR1 antagonists, primary screen, Fluo-8 calcium fluorescence, CHO RD-HGA16 cells; inhibition, % at 3 µM; antagonist; Trace amine-associated receptor 1 (Homo sapiens), Q96RJ0; 360,000 tested, 1.5% active;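 active means inhibition above a per-plate cutoff, the mean inhibition of test compounds on that plate plus 3 SD, cut at about 49% in these data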;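 further: 0% = DMSO plus EC80 beta-PEA response and 100% = DMSO alone without agonist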
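Material: RD-HGA16 CHO cells with stable hTAAR1 and Gα16; Dosing: single nominal final test compound concentration of 3 µM; Schedule: seeding 17-24 h prior, 75-min 37 °C, 30-min RT dye loading; Detection: kinetic Fluo-8 calcium fluorescence measurement; Measure: % inhibition from peak post-agonist over basal fluorescence ratio; Benchmarks: vehicle and agonist controls.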
CRFBP-R2 block – antagonists of CRF-BP/CRF-R2 complex, primary screen, cell-based, HEK293, calcium dye fluorescence, uHTS; 350,000 tested, 0.59% active; inhibition, % at 11.8 µM; CRF-induced calcium fluorescence;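 active means inhibition of the ligand-induced calcium signal above about 50% at the single tested concentration, limit read from the data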
M5 PAM – human M5 muscarinic receptor positive allosteric modulators, primary screen, CHO-K1 cells, Fluo-8 calcium fluorescence; CHO-K1 hM5, ACh EC20 PAM; 0% = ACh EC20, 100% = ACh EC100; activation, % at 3 µM; 360,000 tested, 0.3% active;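 active means activation above the run cutoff, the mean activation of all test compounds plus 3 SD, cut at about 18% in these data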
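system = human M5 receptor in CHO-K1 cells | compound = one concentration, 3 µM final (nominal) | schedule = Post-acetylcholine fluorescence recording 140 s | signal = Fluo-8 calcium dye fluorescence, kinetic read | benchmarks = low control EC20 acetylcholine (0%), high control EC100 acetylcholine (100%) | repeats = singlicate, one well per test compound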
M4 PAM – human M4 muscarinic receptor positive allosteric modulators, primary screen, CHO-K1 cells, Fluo-8 calcium fluorescence | CHO-K1 hM4/Gqi5, ACh EC20; 0% = ACh EC20, 100% = maximal ACh | 360,000 tested, 0.4% active | Muscarinic acetylcholine receptor M4 (Homo sapiens), P08173 | activation, % at 3 µM;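 active means activation above its plate's cutoff, the mean activation of sample wells plus 3 SD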; further: some results filed as inactive read as strong as hits
Target sequence (P08173 whole entry, looked up): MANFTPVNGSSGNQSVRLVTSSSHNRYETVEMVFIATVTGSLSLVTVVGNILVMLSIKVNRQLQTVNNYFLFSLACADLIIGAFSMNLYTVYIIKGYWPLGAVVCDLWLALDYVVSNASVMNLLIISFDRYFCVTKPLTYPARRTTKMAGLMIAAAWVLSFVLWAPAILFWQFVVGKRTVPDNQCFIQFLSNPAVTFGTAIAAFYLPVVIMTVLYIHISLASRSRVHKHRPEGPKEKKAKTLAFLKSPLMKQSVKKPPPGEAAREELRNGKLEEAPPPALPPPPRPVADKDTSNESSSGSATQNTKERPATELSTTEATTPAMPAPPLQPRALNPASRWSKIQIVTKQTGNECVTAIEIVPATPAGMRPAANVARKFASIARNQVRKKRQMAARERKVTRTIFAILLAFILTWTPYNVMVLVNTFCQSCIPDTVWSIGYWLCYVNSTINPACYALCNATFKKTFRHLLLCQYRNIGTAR
Numbers without * were called inactive; / = not tested or not shown. No enrichment for hits. About 4.2% of those tested had a hit in this group.

SMILES	CHO-K1 Ca PAM	TAAR1 agonist	CHRM5 antagonist	CHRM5 agonist	CRFR2-BP ag	TAAR1 antag	CRFBP-R2 block	M5 PAM	M4 PAM
Cc1ccc(C(=O)COC(=O)c2cnccn2)cc1[N+](=O)[O-]	22	4	3	0	-1.2	-12	5	6	5
CCC(C)NC(=O)Cn1c(=O)sc2ccccc21 (stereo not given)	17	0	12	2	-1.8	-14	1	-3	3
O=S(=O)(Cc1cc(Oc2ccccc2)nc(-c2ccccc2)n1)c1ccccc1	20	3	10	-2	0.8	8	-8	-5	3
COCCNC(=O)C1CCCN(C(=O)c2ccc(SC(F)(F)F)cc2)CC1 (stereo not given)	-5	1	-2	1	/	-12	/	2	-5
N#Cc1cc2cc3c(cc2nc1Cl)OCCO3	-12	1	3	4	-0.5	-25	-20	3	4
Cc1ccc(S(=O)(=O)NCCCNS(=O)(=O)c2ccccc2Br)cc1	24	1	9	4	-3.8	16	28	-7	3
C[C@H](CO)N1C[C@H](C)[C@@H](CN(C)S(=O)(=O)c2cccs2)Oc2c(NC(=O)Nc3ccccc3)cccc2C1=O	3	15	4	2	2.5	22	2	-2	-1
O=S(=O)(NCc1ccccc1Cl)c1ccc(-n2cccn2)cc1	-12	2	-4	3	-1.7	-15	-1	4	-9
C[C@@H](NC(=O)[C@@H]1Cc2ccccc2CN1C(=O)OC(C)(C)C)C(=O)NC1CCCC1	17	1	2	-5	-2.4	-7	6	-2	4
CC(=O)c1ccc(-c2ccc(C(=O)N3CCC(C(N)=O)CC3)o2)cc1	-9	2	5	-4	1.0	-8	12	-8	6
CC(=O)Nc1nc2ccccc2n1CCN(C)C	17	5	0	0	0.5	-21	11	-3	5
COc1ccc(/C(O)=C2/C(=O)C(=O)N(CCN3CCOCC3)C2c2ccc(C)cc2)cc1 (stereo not given)	8	-2	-6	-4	0.2	6	-9	4	6
Nc1nc2c(s1)CCCCCCCCCC2	-5	9	-15	9	-0.2	-34	-3	17	-5
COc1cccc(CNC(=O)C2CCN(S(=O)(=O)c3ccc(-n4cnnn4)cc3)CC2)c1	-4	-2	4	-2	-1.1	8	12	-2	2
O=C(Nc1ccccc1)C1C2/C=C\CCCCC21 (stereo not given)	-9	4	0	0	2.7	-6	-31	2	-3

The final 3 entries of the part above are carried over, then new ones follow.
SMILES	CHO-K1 Ca PAM	TAAR1 agonist	CHRM5 antagonist	CHRM5 agonist	CRFR2-BP ag	TAAR1 antag	CRFBP-R2 block	M5 PAM	M4 PAM
Nc1nc2c(s1)CCCCCCCCCC2	-5	9	-15	9	-0.2	-34	-3	17	-5
COc1cccc(CNC(=O)C2CCN(S(=O)(=O)c3ccc(-n4cnnn4)cc3)CC2)c1	-4	-2	4	-2	-1.1	8	12	-2	2
O=C(Nc1ccccc1)C1C2/C=C\CCCCC21 (stereo not given)	-9	4	0	0	2.7	-6	-31	2	-3
CC(=O)c1ccc(N2CCN(CC(=O)NC(=O)NCc3ccccc3)CC2)cc1	7	5	-2	1	0.2	-6	7	-4	2
Cc1ccc2occ(/C=N/O)c(=O)c2c1	11	4	-13	-5	-3.5	-15	5	2	5
CC(=O)N(/N=C1\Sc2ccccc2C1=O)c1cccc(C)c1	28	10	9	-9	-0.8	7	-11	0	3
O=C(Cn1nnc(-c2cccs2)n1)NCc1ccccc1	21	0	-3	0	2.4	8	9	5	-1
O=C(NCCc1c[nH]c2ccccc12)c1cnccn1	7	3	5	-3	-1.3	-16	20	6	6
Cc1nc2ccccc2c(=O)n1NC(=O)C1CCCCC1	2	-3	7	3	-1.2	2	1	-3	-6
O=C(NN=C1CCCC1)c1ccc(O)cc1O	-13	0	-8	-1	-0.1	-3	8	-1	-2
NC(=O)CSc1nc2c(c(=O)n1-c1ccccc1)C1(CCCCC1)Cc1ccccc1-2	7	24	-1	-1	-0.5	-4	-24	-2	4
CCCSc1cc(N2CCCC2)nc(-c2ccccc2)n1	16	16	7	1	0.9	-18	-15	-5	-2
Cc1cn2c(nc1=O)OC1CC2OC1CO (stereo not given)	18	2	4	-2	0.8	-24	-6	-1	19
O=C(NNC(=O)C12CC3CC(CC(Cl)(C3)C1)C2)c1ccncc1	1	0	7	2	-0.1	-20	13	-5	-1
COc1ccc(-n2nc3c(N4CCC(C(=O)NCc5ccccc5C)CC4)nnc(C)c3c2C)cc1	9	/	-4	-10	0.4	/	10	4	-4
CCCCC(O)CN1CCC(c2ccccc2)CC1 (stereo not given)	20	2	5	-14	6.2	13	-8	3	2
Cc1cc2ccccc2n1CCNC(=O)C(C)C	6	1	0	0	0.4	-15	9	0	2
CCCOC(=O)Nc1nc2ccccc2o1	6	4	2	0	1.8	8	-11	0	1
O=C(N/N=C/c1c[nH]c2ccccc12)c1cccc(Cl)c1	2	11	2	1	-0.2	9	-8	2	-2
Cc1nc(NCCOc2ccccc2)sc1C(=O)Nc1ccccc1	-4	-3	-2	4	-1.8	-8	-12	3	-4
COc1ccc(OC)c(/C=C2\N=C(c3ccccc3)OC2=O)c1	8	12	10	-1	104*	11	-84	2	-8
COc1ccc(N/C=C/C(=O)C(C)(C)C)cc1	12	10	6	-2	-0.7	-12	-6	-3	-2
CCc1ccc(-c2csc3ncn(CC(=O)N4CCOCC4)c(=O)c23)cc1	14	10	4	-3	-1.9	-7	-2	-5	-1
O=c1[nH][nH]c2cc(=O)n(-c3cccc(C(F)(F)F)c3)nc12	8	0	-3	-2	-1.2	13	3	-1	4
CCc1ccc(CCC(=O)Nc2nccs2)o1	20	6	-4	-1	-1.5	6	8	-3	-1
CN(Cc1nccn1C)C(=O)CC1C(=O)NCCN1Cc1ccc(F)cc1Cl (stereo not given)	16	7	12	-3	-1.1	-9	10	-7	0
NC(=S)Nc1cccc2cnccc12	16	-3	-6	-4	-0.3	-7	3	6	17
O=C(CSc1nnc2sc3ccccc3n12)NCc1ccco1	20	9	-1	0	0.0	4	12	1	2
Cc1cccc(-c2oc(C)c(C)[n+]2[O-])c1	21	9	-7	-4	-0.9	-5	16	6	1
CCOC(=O)COc1cc2oc(=O)cc(C)c2cc1[N+](=O)[O-]	14	2	8	0	2.5	-9	8	8	6
S=C(NCc1ccccc1)N1CCN(c2ccccc2)CC1	0	3	0	-3	-0.5	3	2	0	1
CC1(C)CC(N=c2cc(-c3ccccc3)oc3ccc(Cl)cc23)CC(C)(C)N1	12	1	14	1	0.8	6	-13	1	7
O=C(CNC(=O)c1nc[nH]c1C(=O)NCc1ccccc1)OCc1ccccc1	12	16	18	0	0.2	67*	10	-36	-7
Cc1nn2c(-c3ccccn3)ccnc2c1Cl	-7	3	0	3	-0.5	2	-13	3	12
C[C@H](CO)N1C[C@H](C)[C@@H](CN(C)C(=O)c2ccc3ccn(C)c3c2)OCc2cn(nn2)CCCC1=O	-4	0	1	1	-0.3	10	63*	-3	5
O=C(Nc1ccc(F)c(F)c1)C1=COCCO1	-27	3	-3	3	1.0	-5	0	3	8
CS(=O)(=O)N1CCCC(C(=O)NCc2ccco2)C1 (stereo not given)	0	2	9	0	-1.9	-29	14	-6	3
CCC(=O)N1CCc2cc(Br)cc(S(=O)(=O)NCC3CCCN3CC)c21 (stereo not given)	18	2	2	-12	-0.6	-8	8	2	2
CCOC(=O)Cn1nc(C)c(NC(=O)COc2ccccc2[N+](=O)[O-])c1C	23	1	7	2	0.9	-20	11	-1	3
CC(C)N1C(=O)c2ccccc2NC(=O)C1C(=O)NC1CC1 (stereo not given)	/	1	23	-1	/	-2	/	-9	2
C/C=C/c1ccc(OCC(=O)NNC(=O)CN(C)S(=O)(=O)c2ccc(C)cc2)c(OC)c1	-6	-1	-3	-4	0.6	-5	-11	1	-5
O=C(Nc1ccccc1N1CCOCC1)c1cccc(Oc2ccccc2)c1	7	-2	0	-4	1.2	45	20	1	-4
CC(C)(C)c1ccc(-n2ncc3c2CCCC3NC(=O)C2(C(N)=O)CC2)cc1 (stereo not given)	6	4	28*	3	2.6	20	-23	-13	-4
COCCSc1ccccc1C(=O)N1CCOCC1	6	5	9	-1	-2.6	21	-14	-5	0
CC1(C(=O)NS(=O)(=O)c2cccc(C#N)c2)CCN1C(=O)C1CCCCC1 (stereo not given)	5	1	0	0	/	-1	/	1	2
COC1=CC(=O)OC(c2cccc(C#N)c2)C1 (stereo not given)	/	3	-5	1	/	-22	/	5	-2
CCC(=O)Oc1cccc(C(=O)Nc2cccc(NC(=O)c3ccco3)c2)c1	-11	6	-12	4	-1.0	33	2	-4	-12
Cc1ccc(-c2c[n+](CC(=O)Nc3nc(-c4ccccc4)cs3)c3n2CCC3)cc1	-1	2	13	-16	-0.2	-32	-6	-7	-23
O=C(NCC1CCCCC1)c1cc(S(=O)(=O)N2CCCCC2)ccc1N1CCOCC1	17	-1	18	-1	-2.8	-2	-5	1	-4
COc1ccc(CN2CCNC(=O)C2CC(=O)NCC(C)(C)N2CCOCC2)cc1C (stereo not given)	10	0	-1	-4	2.3	10	26	4	4
Cc1cccc(Sc2ccc([N+](=O)[O-])cn2)c1	17	14	2	-5	-0.1	12	47	-5	0
CCN(C[C@H]1N[C@@](Cc2ccccc2)(C(=O)OC)[C@H]2C(=O)N(C)C(=O)[C@@H]12)S(=O)(=O)c1ccc(-c2ccccc2)cc1	-1	5	-5	-2	-0.4	28	-4	-6	-5
COc1ccccc1Nc1cc(C(=O)NC2CCCC2)c2ccccc2n1	14	5	5	-2	0.8	3	-18	-2	1
CCN(CC)CCCN1C=C2C(=O)C(C)(OC(=O)CCC(=O)OC)C(=O)C=C2C=C1C1CC1 (stereo not given)	-13	14	13	0	4.0	8	1	-3	4
O=C(CN1CCOCC1)NCCc1ccccc1	17	24	0	0	-0.9	-8	11	0	24*
O=C(O)C(Cc1ccccc1N(CCO)CCO)N1C(=O)c2ccccc2C1=O (stereo not given)	6	2	-1	3	-1.0	-8	13	7	6

Compound activity from PubChem.
